VCAM1 TNFa inh: reduces TNF alpha induced VCAM1 expression in HUVEC; HUVEC TNFa-induced VCAM-1 immunofluorescence, high-content imaging; actives 0.48% (n = 95,000); inhibition, % at 2 µM;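 active = inhibition above the batch mean plus 3 SD, with images confirmed as a hit by eye, cut at about 37% in these data; inconclusive = inhibition above that limit but hit not confirmed in images; inactive = inhibition not above that limit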;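 also: 0% = TNF-stimulated DMSO wells and 100% = unstimulated control wells; not every result past the cut was called active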
H69AR growth 86K: growth inhibitors of human H69AR lung tumor cells. H69AR lung tumor viability, ATP luminescence, 72 h; hits give low values. viability, % at 10 µM. actives 6% (n = 85,000). AID 598;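 active = viability at or below 40%; inactive = viability above 40%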;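 also: multidrug resistant small cell line overexpressing MRP-1 efflux transporter; 100% = mean luminescence of untreated control wells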
Smad3 FoxH1 inh: inhibitors of human Smad3 transcription factor binding. inhibition, % at 25 µM. P84022. actives 0.29% (n = 88,000). TR-FRET Smad3/Dy647-FoxH1 peptide binding, europium anti-His. AID 630;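 active = compounds that reduce the energy-transfer binding signal between the protein and its labelled peptide by more than half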;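 also: 0% = Smad3 plus labelled peptide maximal FRET and 100% = peptide-only background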
HUVEC prolif 384: human endothelial cell proliferation inhibition; HUVEC proliferation, CellTiter-Glo luminescence, 72 h; hits give low values; viability, % at 10 µM (by protocol); actives 1.1% (n = 86,000);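 active = viability at or below 30%; inactive = viability above 30%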;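 also: 100% = median luminescence of DMSO-only cell control wells on each plate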
F-actin modifier: cytoskeleton assembly modification | HUVEC TNFa F-actin phalloidin imaging, high content | actives 0.18% (n = 91,000) | inhibition, % at 2 µM;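 active = inhibition above the batch mean plus 3 SD and confirmed as a hit by visual image inspection, cut at about 30% in these data, passing the limit was not always enough; inconclusive = above the inhibition threshold but rejected on visual inspection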; also: strong numbers were not always called active
HUVEC tox TNFa: HUVEC cytotoxicity counter-screen, TNF alpha stimulated. HUVEC TNFalpha-stimulated, Hoechst cell count, imaging. cell count reduction, % at 2 µM. actives 0.17% (n = 93,000). AID 848;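 active = cell count reduction exceeding the screen mean by over 5 SD, scaled to untreated wells per plate, cut at about 78% in these data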;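 also: cells counted after 24 h of TNF alpha exposure following the 1 h pretreatment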
HUVEC tox IL1B: HUVEC cytotoxicity counter-screen, IL-1B stimulated; HUVEC cell count loss, Hoechst imaging; actives 0.41% (n = 94,000); cell count reduction, % at 2 µM;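 active = cell count reduction more than 3 SD above the screen-wide mean, cut at about 70% in these data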;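 also: normalized per plate to untreated control cells as the no-loss baseline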
Lung fibro prol: blocks proliferation of human lung fibroblasts | LL 47 human lung fibroblast viability, ATP luminescence; hits give low values | viability, % at 10 µM | actives 1.1% (n = 85,000) | AID 719;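 active = viability at or below 50% in the single dose screen; inactive = viability above 50%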;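 also: compound exposure lasted 72 h before the ATP readout; 100% = median luminescence of untreated cell-only wells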
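Test system: LL 47 human lung fibroblasts; Quantity: 1,150 cells/well; Buffer or medium: IMEM plus 15% FBS; Dosing: tenfold compound dosing solution, DMSO at 0.1%; Timing: overnight cell rest, 72 h compound treatment at 37 °C; Detection: ATP-based CellTiter-Glo luminescent readout; Read-out basis: viability percentage against median untreated-cell control; Controls: cell-only wells, no compound.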
PTK2B oligo ant: blocks oligomerization of human Pyk2 in cells. Q14289. Q293 cells, Pyk2 FERM NanoBiT luminescence; hits give low values. z-score (the deposit names both 25 µM and 10 µM). actives 0.83% (n = 99,000);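 active = Z-score of -3 or lower, scaled per plate to the spread of control and sample wells; inactive = z-score above -3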;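 also: negative z-score means lost luminescence so less FERM oligomerization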
Target sequence (Q14289 whole entry, looked up): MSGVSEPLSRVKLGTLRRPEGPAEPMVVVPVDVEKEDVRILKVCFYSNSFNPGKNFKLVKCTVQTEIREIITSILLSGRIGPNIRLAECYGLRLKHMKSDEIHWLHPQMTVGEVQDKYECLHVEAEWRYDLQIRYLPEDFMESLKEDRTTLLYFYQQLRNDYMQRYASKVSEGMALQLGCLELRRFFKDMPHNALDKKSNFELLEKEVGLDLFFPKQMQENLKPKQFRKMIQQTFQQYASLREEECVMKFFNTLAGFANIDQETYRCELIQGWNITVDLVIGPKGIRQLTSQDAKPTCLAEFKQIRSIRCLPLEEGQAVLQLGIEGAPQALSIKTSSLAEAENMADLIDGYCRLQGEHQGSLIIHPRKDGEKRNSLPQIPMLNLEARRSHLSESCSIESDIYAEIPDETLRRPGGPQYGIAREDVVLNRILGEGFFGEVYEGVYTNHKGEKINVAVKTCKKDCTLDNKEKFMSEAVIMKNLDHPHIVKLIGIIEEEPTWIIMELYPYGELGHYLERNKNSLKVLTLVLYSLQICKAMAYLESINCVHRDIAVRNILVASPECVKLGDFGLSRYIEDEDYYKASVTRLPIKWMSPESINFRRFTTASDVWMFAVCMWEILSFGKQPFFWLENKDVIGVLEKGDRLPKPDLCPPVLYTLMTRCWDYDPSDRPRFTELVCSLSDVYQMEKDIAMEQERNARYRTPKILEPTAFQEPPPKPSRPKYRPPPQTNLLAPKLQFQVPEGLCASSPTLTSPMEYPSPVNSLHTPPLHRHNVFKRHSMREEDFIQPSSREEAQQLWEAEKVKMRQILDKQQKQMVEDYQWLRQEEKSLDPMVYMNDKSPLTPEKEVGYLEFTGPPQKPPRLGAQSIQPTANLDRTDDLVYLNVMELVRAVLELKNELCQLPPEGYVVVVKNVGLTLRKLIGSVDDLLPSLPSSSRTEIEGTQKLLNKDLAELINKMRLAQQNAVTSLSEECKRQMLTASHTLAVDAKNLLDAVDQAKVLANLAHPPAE
* hit, by the source's call; ? = inconclusive; . = not tested or not shown; [ ] = another dose, or the depositor's remark.

SMILES	VCAM1 TNFa inh	H69AR growth 86K	Smad3 FoxH1 inh	HUVEC prolif 384	F-actin modifier	HUVEC tox TNFa	HUVEC tox IL1B	Lung fibro prol	PTK2B oligo ant
CCN1C(=O)NC(c2cccnc2)C(C(=O)OC)=C1C (stereo not drawn)	3	100	7	108	12	-30	2	103	0.8
O=C(O)C1C2C=CC(C3CC23)C1C(=O)N1CCc2ccccc21 (stereo not drawn)	3	90	3	95	-15	-1	-11	93	-0.62
CCn1cc(C(=O)OCC(=O)NCc2ccc3c(c2)OCO3)c(=O)c2ccc(C)nc21	24	11*	9	91	-7	-12	-12	106	0.98
O=C(CN1CCN(c2ccc(F)cc2)CC1)Nc1cc(C(F)(F)F)ccc1Cl	8	101	-13	118	-6	-61	-68	100	0.21
CCCCCCn1c(SCC(=O)OC)nc2c1c(=O)[nH]c(=O)n2C	.	70	-1	83	.	.	.	96	.
Cc1ccc(NC2=C/C(=N\S(=O)(=O)c3cccs3)c3ccccc3C2=O)c(C)c1	?	2.0*	46	2.9*	-13	38	18	2.2*	-3.7*
COCc1nnc(NC(=O)CCCOc2ccccc2OC)s1	18	92	-4	89	10	5	7	94	0.38
COc1ccc(C(=O)SC2=NCCS2)cc1OC	-32	82	-3	97	-4	10	16	102	0.84
CC1CC(=O)C2=C(C1)Nc1ccccc1N(C(=O)COc1ccccc1)C2c1ccco1 (stereo not drawn)	-6	82	-1	92	39	-32	-42	97	-0.42
O=c1[nH]c(CN2CCN(Cc3ccc4c(c3)OCO4)CC2)nc2sc3c(c12)CCC3	.	88	-15	82	.	.	.	104	.
Cn1c(SCC(=O)NCc2cccs2)nnc1-c1ccco1	-4	87	-2	97	-35	5	26	110	0.23
Cc1cc(Nc2ccc3c(c2)OCCO3)n2ncnc2n1	-1	.	.	.	-35	-10	-10	.	0.68
O=C(Nc1nc(-c2ccccc2)cs1)C1CCCO1 (stereo not drawn)	9	90	2	90	4	0	-21	92	-0.17
COc1cc2oc(=O)c(Br)c(C)c2c(OC)c1OC	-2	.	3	83	-5	1	-24	96	-0.58
COc1nc(OC)nc(N2CCCCCC2)n1	4	86	3[fluorescence artefact?]	96	-13	-15	-27	94	-0.4
O=C(NC1CCCCC1)NC1(C(=O)NCCCN2CCOCC2)CCCCC1	2	77	-2	100	-26	-15	34	99	-0.14
CN1C(=O)C(CC(=O)Nc2ccc(F)cc2)N(CCCc2ccccc2)C1=S (stereo not drawn)	5	.	.	.	-6	-26	-24	.	0.2
COc1ccccc1N1CC(O)=C(c2nc3ccccc3s2)C1=N	-9	32*	-13[fluorescence artefact?]	71	13	-15	-45	96	-1.9
Cc1cc(C)nc(SCc2ccc3nonc3c2)n1	12	.	.	.	20	13	-8	.	-1.3
N#Cc1c(N)n(CCCN2CCOCC2)c2nc3ccccc3nc12	14	63	-3	94	0	-26	7	109	-0.84

Reprinted from the part before: four compounds, followed by the next part.
SMILES	VCAM1 TNFa inh	H69AR growth 86K	Smad3 FoxH1 inh	HUVEC prolif 384	F-actin modifier	HUVEC tox TNFa	HUVEC tox IL1B	Lung fibro prol	PTK2B oligo ant
CN1C(=O)C(CC(=O)Nc2ccc(F)cc2)N(CCCc2ccccc2)C1=S (stereo not drawn)	5	.	.	.	-6	-26	-24	.	0.2
COc1ccccc1N1CC(O)=C(c2nc3ccccc3s2)C1=N	-9	32*	-13[fluorescence artefact?]	71	13	-15	-45	96	-1.9
Cc1cc(C)nc(SCc2ccc3nonc3c2)n1	12	.	.	.	20	13	-8	.	-1.3
N#Cc1c(N)n(CCCN2CCOCC2)c2nc3ccccc3nc12	14	63	-3	94	0	-26	7	109	-0.84
Cc1ccc(C)c(N2CCN(C(=O)c3ccc4nc(-c5ccco5)c(-c5ccco5)nc4c3)CC2)c1	-4	86	-10[fluorescence artefact?]	67	-2	-7	-9	99	-1
C=CCOC(=O)CCC(=O)Nc1cc(OC)nc(OC)n1	11	104	8[fluorescence artefact?]	101	-3	-22	4	93	-0.14
COc1ccc(C(=O)NC(=S)NCCO)cc1Br	-9	.	.	.	8	1	2	.	-0.15
O=S(=O)(c1ccc2nc(-c3ccco3)c(-c3ccco3)nc2c1)N1CCOCC1	-2	.	.	.	46	-20	17	.	-0.34
O=c1[nH]c2cc3c(cc2cc1CN(Cc1nnnn1CC1CCCO1)C1CCCC1)OCO3 (stereo not drawn)	11	105	1	85	-1	-5	4	86	1.6
CCCC(=O)C1=C(O)C(C(=O)OC)C(C)(C)CC1=N (stereo not drawn)	11	91	5	96	-31	-17	-23	100	0.15
COc1ccc(-c2[nH]nc3c2C(c2ccc(OC(=O)N4CCOCC4)cc2)C(C#N)=C(N)O3)cc1 (stereo not drawn)	.	83	-2	103	.	.	10	111	.
CCn1c(Cc2ccccc2)nnc1SCC(=O)Nc1nnc(-c2ccccc2)s1	21	83	14[fluorescence artefact?]	97	-5	-30	-18	100	-1.6
CCC(C)NC(=O)CSC1=Nc2ccccc2C2=NC(CC(=O)NCc3ccccc3)C(=O)N12 (stereo not drawn)	-9	91	-4	91	0	-6	55	93	0.28
O=C(O)CSc1nnc(-c2ccncc2)n1Cc1ccccc1	-4	.	.	.	-17	-5	-8	.	-0.11
COc1cc(SC)ccc1C(=O)NCC1CCCO1 (stereo not drawn)	-2	95	5	86	2	-5	8	95	0.24
Cc1ccc2c(c1)nnn2C1CCN(CC(=O)Nc2ccc3c(c2)OCCO3)CC1	-19	81	3	98	23	-33	-26	104	-0.61
CCN1C(=O)/C(=C2\SC(N3CCCCC3)=NC2=O)c2ccccc21	0	67	-6[fluorescence artefact?]	88	-26	10	27	92	-0.69
Cc1cccc(C)c1NC(=O)c1ccc(-n2cnnn2)cc1	.	104	2	97	.	.	.	105	1.8
CCOC(=O)CNC(=O)C(Cc1ccccc1)NS(=O)(=O)c1cccs1 (stereo not drawn)	-1	89	-2	97	-10	-19	11	112	3.5
Clc1ccc(Sc2ccc(/C=N/n3cnnc3)o2)cc1	-3	98	5	100	24	-10	-27	93	2.4
CC1(c2ccccc2)CC(C)(C)N2C(=O)C3(C(C#N)=C(N)Oc4cc(O)ccc43)c3cccc1c32 (stereo not drawn)	-3	80	-13	13*	.	-48	38	101	-1.6
Cc1cc(C)nc(N2C(=O)CC(C(C)c3ccccc3)C2=O)n1 (stereo not drawn)	-3	96	7	103	-19	-9	-17	103	0.52
C=CCn1c(CSc2nc3ccccc3s2)nnc1SCC(=O)NCc1cccnc1	-6	80	2	89	6	3	6	89	0.31
CCS(=O)(=O)N1CCC(c2nc(-c3ccc(C(F)(F)F)cc3)no2)CC1	-44	103	1	106	4	-41	-26	106	-0.19
CC1CCCCN1C(=O)C1CC(c2ccc(F)cc2)=NO1 (stereo not drawn)	-5	89	3	100	-24	-15	-8	91	-0.1
O=C(c1c(F)c(F)c(F)c(F)c1F)N1CCc2ccccc21	30	97	2[fluorescence artefact?]	94	-7	-22	-6	101	0.12
Cn1nc(-c2ccccc2)c(COC(=O)c2cccc(Cl)c2)c1S(=O)(=O)c1ccccc1	14	79	-4	95	-5	6	.	89	-1.7
Cn1cnnc1SCc1ccc(-c2ccc(Br)cc2)o1	4	93	3	88	5	-39	2	103	-0.1
O=C(c1ccco1)N1CCN(C(=O)c2ccccc2OC(=O)C23CC4CC(CC(C4)C2)C3)CC1	7	.	5	92	-7	-3	10	89	-0.55
CC(CN1CCCCC1)OC(=O)c1ccc(Cl)cc1Cl (stereo not drawn)	15	109	-5	100	5	-4	-11	95	0.27
CC1Cc2ccccc2N1S(=O)(=O)c1cccs1 (stereo not drawn)	18	63	6	94	4	-4	-6	93	0.16
Cc1ccc(S(N)(=O)=O)cc1NC(=O)C1CC2CCC1C2 (stereo not drawn)	2	.	.	.	7	-6	39	.	0.36
Cc1cc(NC(=O)CSc2nnc(Nc3ccccc3)s2)no1	-15	.	.	.	-6	3	-17	.	-0.18
CCOC(=O)C(C)On1c(-c2cccc(Cl)c2)nc2ccc([N+](=O)[O-])cc21 (stereo not drawn)	14	62	1	82	0	2	-13	102	-2.2
CC1CCCC(N2CCN(C(=O)c3cccc(F)c3)CC2)C1 (stereo not drawn)	-9	97	-5	105	12	-20	-22	100	1.6
CC(C)c1ccc(S(=O)(=O)N2CCN(CC(=O)Nc3ccc4c(c3)OCO4)CC2)cc1	.	54	4[fluorescence artefact?]	82	.	.	.	90	0.35
COCc1cc(C)nc(SCC(=O)Nc2cccc(C)c2C)c1C#N	-2	88	-17	97	5	6	45	96	1.4
COc1ccc(CN2CCN(c3cccc(C)c3C)CC2)cc1OC	12	78	-2	86	-1	-50	16	92	-0.06
CCOC(=O)CCC(=O)NCc1ccc2c(c1)cc(C)n2C	-6	86	-6	89	-17	-21	-7	99	-0.88
Cc1ccc(-n2nc(C(=O)O)nc2-c2ccccc2)cc1	0	.	.	.	-3	-13	9	.	1.5
O=C(CCN1CCN(c2ccccc2)CC1)Nc1ccc(OCc2ccccc2)cc1	-6	87	4	90	12	2	26	102	-0.81
O=C1OCC/C1=C\c1ccccc1O	31	64	10	98	.	-72	-6	104	0.06
CCC(=O)c1ccc(OCC(O)CN(C)C2CCCCC2)cc1 (stereo not drawn)	20	94	4	88	4	-32	-49	95	-0.12
O=C(CCN1CCCCCC1)Nc1cccc(Cl)c1	12	96	0	91	-18	-17	-3	103	0.36
CCOC(=O)N1CCC(N2Cc3cccc(C(=O)NC(C)c4ccc5c(c4)OCCO5)c3C2=O)CC1 (stereo not drawn)	13	62	15[fluorescence artefact?]	79	9	-30	-12	97	.
COc1ccc(-c2cc(C(=O)N/N=C/c3ccc(OC)c(COCC(F)(F)C(F)F)c3)c3ccccc3n2)c(OC)c1	-2	.	.	.	4	-22	-14	.	-0.12
CC(=O)c1cc2c(cc1NC(=O)CCCC(=O)O)OCO2	16	98	6	92	-3	5	-4	100	-0.53
CCC(=O)OCCn1c(Br)nc2c1c(=O)[nH]c(=O)n2C	.	94	5	94	.	.	.	102	0.68
O=S(=O)(c1ccc(SCCO)nc1)N1CCCC1	-11	101	-7	98	4	-11	15	103	-0.84
Cn1c(NCc2c(O)ccc3ccccc23)nc2ccccc21	-6	82	-3	71	-1	-7	-91	90	-1.3
CCNC(=O)/C(=C\c1ccc2c(c1)OCO2)NC(=O)c1ccc(Br)cc1	-6	.	.	.	2	2	-26	.	0.82
COc1ccc(N(C(=O)c2ccco2)S(=O)(=O)c2ccccc2)cc1	16	.	-14	.	8	-7	10	.	-0.76
CCC(=O)N1CCN(c2nc(-c3ccccc3)c3c(c2C#N)CCCC3)CC1	3	81	6	76	0	-27	-29	92	-1.4
CS(=O)(=O)N(CC(=O)N1CCN(c2ccccc2)CC1)c1ccccc1Cl	12	90	11	94	-10	-29	-36	100	-0.46
C=CCn1c(CNc2ccc(C)cc2)nnc1SCC(=O)N/N=C/c1ccc(O)cc1O	-9	.	.	.	-2	-9	5	.	1.5
CC(=O)N1CCC2(CC1)CC(=O)c1cc(OCC(=O)NCc3ccco3)ccc1O2	5	.	.	.	-1	6	-10	.	1.5
COc1ccc(C(=O)/C=C/c2ccccc2F)c(OC(=O)c2ccc([N+](=O)[O-])cc2)c1	1	.	.	.	-26	9	-8	.	-1.7

Only part of the results is shown (hit frequency here may not be typical).
